Compound activity: PubChem BioAssay, several laboratories
C8 TRAIL sens – sensitizes caspase-8 expressing cells to TRAIL. NB7+C8 cells + TRAIL, ATPlite viability luminescence. inhibition (viability loss, TRAIL sensitization), % at 10 µM. 360,000 compounds, 1% hits. AID 624354;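 active = compounds causing at least 50% loss of cell viability in the single-dose screen, relative to plate controls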
Shn3 inh set2 – reduces Shn3 3'UTR luciferase signal in osteoblasts. Clone20 osteoblast Shn3 3'UTR firefly luciferase, 24 h. inhibition, % at 12.5 µM. 360,000 compounds, 0.52% hits;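 active = mean inhibition of at least 75% with every replicate also reaching 75%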;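 note: 0% = median of neutral control wells and 100% = pilot-screen positive control compound; some compounds past the cut are filed as inactive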
CF NFkB inh – inhibitors of cystic fibrosis induced NF-kB; KKLEB NF-kB-GFP reporter, PAF-induced, GFP fluorescence overnight; inhibition, % at 5 µM; 360,000 compounds, 0.86% hits; AID 588850;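 active = at least 50% inhibition at 5 µM, scaled per plate between neutral and stimulator controls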;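 note: PAF is a Pseudomonas aeruginosa culture filtrate used as stimulus; plate controls were PAF-stimulated DMSO wells for no effect and unstimulated DMSO wells for full effect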
TROY signal inh – blocks TROY-dependent signaling in reporter cells. inhibition, % at 10 µM. AID 1347056. 360,000 compounds, 0.98% hits. Q293 LMP1-TROYcd NF-kB luciferase reporter, 4 h;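 active = compounds whose plate-normalised and pattern-corrected inhibition of the luciferase reporter signal at the single screening dose is 50% or more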
COUP-TFII inh – inhibitors of human COUP-TFII (NR2F2); P24468; HEK293T NGFI-A luciferase reporter, luminescence; inhibition, % at 8.6 µM; 370,000 compounds, 0.7% hits;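 active = inhibition above a per-plate cutoff, mean inhibition of test wells between control levels plus 3 SD, cut at about 38% in these data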;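 note: cells cotransfected with COUP-TFII expression vector driving the NGFI-A reporter; 0% = median of COUP-TF2 test wells and 100% = reporter-only cells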
Target sequence (P24468 whole entry, looked up): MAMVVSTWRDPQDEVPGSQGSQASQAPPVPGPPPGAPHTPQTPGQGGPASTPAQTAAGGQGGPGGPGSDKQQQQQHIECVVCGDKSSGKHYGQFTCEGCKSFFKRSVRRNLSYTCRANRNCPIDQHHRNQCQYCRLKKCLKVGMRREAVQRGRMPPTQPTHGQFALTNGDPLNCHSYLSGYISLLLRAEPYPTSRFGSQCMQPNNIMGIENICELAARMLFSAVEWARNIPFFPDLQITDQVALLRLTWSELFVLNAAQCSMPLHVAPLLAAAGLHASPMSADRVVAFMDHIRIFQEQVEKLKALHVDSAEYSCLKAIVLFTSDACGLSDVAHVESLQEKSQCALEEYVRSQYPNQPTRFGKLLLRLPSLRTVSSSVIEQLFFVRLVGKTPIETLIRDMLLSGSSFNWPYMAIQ
EBV LMP1 NFkB – inhibitors of Epstein-Barr LMP1-induced NF-kappaB reporter; AID 504558; 350,000 compounds, 0.69% hits; LMP1-induced NF-kappaB luciferase reporter cells, luminescence; inhibition, % at 12.5 µM; in the data active = inhibition above about 41%;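 note: 0% = neutral control wells and 100% = reference inhibitor control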
KKLEB cytotox – counter-screen for CF NF-kB inhibitors: cytotoxicity | 360,000 compounds, 0.36% hits | AID 602141 | KKLEB CF airway cells viability, ATPlite luminescence, overnight; hits give low values; cells stimulated with P. aeruginosa culture filtrate | activity change (cytotoxicity), % at 5 µM;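 active = corrected activity change at or below -50% at 5 µM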
LRH-1 inv ag – inverse agonists of human LRH-1 (NR5A2). HEK293T StAR-luciferase reporter, LRH-1 transfected, 24 h. 360,000 compounds, 0.13% hits. inhibition, % at 3.6 µM;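 active = inhibition above the mean inhibition of all tested compounds plus 3 SD, cut at about 73% in these data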;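 note: 0% = DMSO wells and 100% = reporter-only cells lacking LRH-1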
Target sequence (O00482 whole entry, looked up): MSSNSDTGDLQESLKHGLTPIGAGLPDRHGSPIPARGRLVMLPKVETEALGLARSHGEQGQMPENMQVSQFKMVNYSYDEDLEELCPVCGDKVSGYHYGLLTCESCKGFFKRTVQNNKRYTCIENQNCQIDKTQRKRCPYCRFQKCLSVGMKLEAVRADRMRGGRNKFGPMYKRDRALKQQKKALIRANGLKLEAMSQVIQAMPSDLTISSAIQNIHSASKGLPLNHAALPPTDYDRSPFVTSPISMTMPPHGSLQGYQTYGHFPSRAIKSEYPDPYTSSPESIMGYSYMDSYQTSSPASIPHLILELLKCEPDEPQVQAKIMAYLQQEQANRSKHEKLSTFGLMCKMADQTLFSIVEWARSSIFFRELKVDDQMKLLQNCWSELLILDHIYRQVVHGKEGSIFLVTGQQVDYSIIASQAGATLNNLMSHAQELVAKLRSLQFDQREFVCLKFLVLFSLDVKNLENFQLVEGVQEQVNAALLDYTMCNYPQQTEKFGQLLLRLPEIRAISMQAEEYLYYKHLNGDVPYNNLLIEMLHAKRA
NCOA1 inh – human NCOA1 inhibition | Q15788 | HEK293 GAL4-SRC1 luciferase reporter, luminescence | inhibition, % at 3.6 µM | 360,000 compounds, 0.12% hits | AID 588354;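 active = inhibition above the campaign mean plus 3 SD, with each screening campaign given its own cutoff, cut at about 60% in these data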;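 note: 0% = DMSO treated cells and 100% = gossypol at 36 µM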
TWEAK Fn14 block – blocks TWEAK-Fn14 interaction in a reporter cell assay | TWEAK-stimulated Fn14 reporter cells, luciferase luminescence, 8 h | inhibition, % at 10 µM | 360,000 compounds, 2% hits; in the data active = inhibition above about 50%
NCOA3 inh – human NCOA3 inhibition | Q9Y6Q9 | HEK293 GAL4-SRC3 luciferase reporter, luminescence | inhibition, % at 3.6 µM | 360,000 compounds, 0.17% hits;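 active = inhibition above a per-campaign cutoff, the mean of all compounds plus 3 SD, cut at about 60% in these data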;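 note: 0% = DMSO-treated cells and 100% = gossypol-treated cells at 36 µM; higher means less SRC3-driven luciferase light from the GAL4 reporter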
* = called active by the depositor.

Screening CCN(CC)CCNCc1cc(Cl)ccc1OCc1ccccc1F returned C8 TRAIL sens 27, Shn3 inh set2 18, CF NFkB inh 7, TROY signal inh -8, COUP-TFII inh 8, EBV LMP1 NFkB -8, KKLEB cytotox 4, LRH-1 inv ag -2, NCOA1 inh -19, TWEAK Fn14 block -2 and NCOA3 inh 18.
Screening CCN(CCCNC(=O)CNC(=O)Cn1cnc2ccccc2c1=O)c1cccc(C)c1 returned C8 TRAIL sens -11, Shn3 inh set2 -5, CF NFkB inh -6, TROY signal inh 10, COUP-TFII inh -6, EBV LMP1 NFkB 1, KKLEB cytotox 9, LRH-1 inv ag 0, NCOA1 inh 1, TWEAK Fn14 block -11 and NCOA3 inh 16.
Cc1ccc(CNS(=O)(=O)c2ccc3c(c2)N(C)CCO3)cc1 was read as C8 TRAIL sens 13, Shn3 inh set2 12, CF NFkB inh 19, TROY signal inh 4, COUP-TFII inh 14, EBV LMP1 NFkB 6, KKLEB cytotox 3, LRH-1 inv ag 14, NCOA1 inh 2, TWEAK Fn14 block 10 and NCOA3 inh 13.
Screening CSCCC(NC(=O)c1cccc(C)c1)C(=O)NCc1cccs1 (stereo not drawn) returned C8 TRAIL sens 9, Shn3 inh set2 3, CF NFkB inh -3, TROY signal inh 2, COUP-TFII inh 1, EBV LMP1 NFkB 2, KKLEB cytotox -5, LRH-1 inv ag 3, NCOA1 inh 0, TWEAK Fn14 block 18 and NCOA3 inh 3.
CC(SC(C)C(=O)NN=Cc1c[nH]c2ccccc12)C(=O)NN=Cc1c[nH]c2ccccc12 (stereo not drawn) was read as C8 TRAIL sens -1, Shn3 inh set2 -15, CF NFkB inh 10, TROY signal inh -8, COUP-TFII inh 10, EBV LMP1 NFkB -2, KKLEB cytotox 7, LRH-1 inv ag 3, NCOA1 inh -1, TWEAK Fn14 block -6 and NCOA3 inh -16.
For COc1ccc([N+](=O)[O-])cc1COc1ccc2c(-c3ccccc3)cc(=O)oc2c1 the results were C8 TRAIL sens 20, Shn3 inh set2 2, CF NFkB inh 67*, TROY signal inh -3, COUP-TFII inh -4, EBV LMP1 NFkB 3, KKLEB cytotox -52*, LRH-1 inv ag 16, NCOA1 inh -3, TWEAK Fn14 block -49 and NCOA3 inh 25.
COc1ccccc1NS(=O)(=O)c1ccc2oc(SCC(C)=O)nc2c1 was read as C8 TRAIL sens 16, Shn3 inh set2 16, CF NFkB inh -18, TROY signal inh 8, COUP-TFII inh 3, EBV LMP1 NFkB 3, KKLEB cytotox 16, LRH-1 inv ag -1, NCOA1 inh 3, TWEAK Fn14 block 6 and NCOA3 inh 2.
CCn1c(SCC(=O)Nc2cc(OC)c(OC)c(OC)c2)nnc1-c1cccs1 was read as C8 TRAIL sens 17, Shn3 inh set2 14, CF NFkB inh -8, TROY signal inh 3, COUP-TFII inh 9, EBV LMP1 NFkB 7, KKLEB cytotox 4, LRH-1 inv ag 22, NCOA1 inh 0, TWEAK Fn14 block -10 and NCOA3 inh 15.
COc1cc(N(C)C)c(NC(C)=O)cc1C(=O)O was read as C8 TRAIL sens 9, Shn3 inh set2 -30, CF NFkB inh -5, TROY signal inh 7, COUP-TFII inh 7, EBV LMP1 NFkB -15, KKLEB cytotox 10, LRH-1 inv ag -53, NCOA1 inh -6, TWEAK Fn14 block -1 and NCOA3 inh 10.
`CC(NC(=O)CSc1nc2ccccc2n1CCC#N)c1ccc(F)cc1` (stereo not drawn) gave C8 TRAIL sens 5, Shn3 inh set2 8, CF NFkB inh -2, TROY signal inh -1, COUP-TFII inh 4, EBV LMP1 NFkB -9, KKLEB cytotox -1, LRH-1 inv ag 2, NCOA1 inh 5, TWEAK Fn14 block 2 and NCOA3 inh 1.
O=C(COC(=O)c1cc([N+](=O)[O-])ccc1N1CCOCC1)Nc1c(Cl)cccc1C(F)(F)F was read as C8 TRAIL sens -4, Shn3 inh set2 9, CF NFkB inh 13, TROY signal inh -19, COUP-TFII inh -9, EBV LMP1 NFkB 7, KKLEB cytotox 3, LRH-1 inv ag 9, NCOA1 inh -23, TWEAK Fn14 block -4 and NCOA3 inh 19.
CCSc1nc(C)c(CCOc2cccc(C)c2)c(=O)[nH]1 was read as C8 TRAIL sens -6, Shn3 inh set2 -2, CF NFkB inh -3, TROY signal inh 5, COUP-TFII inh 4, EBV LMP1 NFkB -9, KKLEB cytotox 7, LRH-1 inv ag 12, NCOA1 inh -16, TWEAK Fn14 block 17 and NCOA3 inh 5.
`CCOC(=O)c1c(-c2ccc(Cl)cc2)c(C#N)c(=O)n(N)c1N` gave C8 TRAIL sens 3, Shn3 inh set2 13, CF NFkB inh -1, TROY signal inh -6, COUP-TFII inh -6, EBV LMP1 NFkB 17, KKLEB cytotox -7, LRH-1 inv ag 18, NCOA1 inh 0, TWEAK Fn14 block -14 and NCOA3 inh 18.
Screening c1ccc(CN2CCC(N=C3NN=C(c4ccc5c(c4)OCCO5)CS3)CC2)cc1 returned C8 TRAIL sens 6, Shn3 inh set2 -30, CF NFkB inh 12, TROY signal inh 78*, COUP-TFII inh 3, EBV LMP1 NFkB 2, KKLEB cytotox 0, LRH-1 inv ag 1, NCOA1 inh -40, TWEAK Fn14 block 58* and NCOA3 inh -10.
`CCOc1ccccc1C1C(C(=O)OC)=C(N)OC2=C1C(=O)CCC2` (stereo not drawn) gave C8 TRAIL sens 6, Shn3 inh set2 7, CF NFkB inh 3, TROY signal inh -12, COUP-TFII inh 2, EBV LMP1 NFkB 8, KKLEB cytotox 3, LRH-1 inv ag 2, NCOA1 inh -38, TWEAK Fn14 block 4 and NCOA3 inh -5.
Screening CNC(=S)N/N=C(\C)c1ccc(Cl)c(Cl)c1 returned C8 TRAIL sens -8, Shn3 inh set2 1, CF NFkB inh -33, TROY signal inh 3, COUP-TFII inh -14, EBV LMP1 NFkB -1, KKLEB cytotox 14, LRH-1 inv ag -13, NCOA1 inh -23, TWEAK Fn14 block 15 and NCOA3 inh 17.
For Cc1nc(SCC2(C)CC2(Cl)Cl)n[nH]1 (stereo not drawn) the results were C8 TRAIL sens 2, Shn3 inh set2 20, CF NFkB inh 4, TROY signal inh -17, COUP-TFII inh 3, EBV LMP1 NFkB -3, KKLEB cytotox 6, LRH-1 inv ag -7, NCOA1 inh -12, TWEAK Fn14 block 5 and NCOA3 inh -12.
COc1ccc(/C=N/NC(=O)Cn2nc(C)c([N+](=O)[O-])c2C)cc1 was read as C8 TRAIL sens 0, Shn3 inh set2 9, CF NFkB inh -4, TROY signal inh 4, COUP-TFII inh -19, EBV LMP1 NFkB 3, KKLEB cytotox -6, LRH-1 inv ag -14, NCOA1 inh -2, TWEAK Fn14 block 5 and NCOA3 inh -6.
For COc1ccccc1-c1nc(SCc2ccccn2)n[nH]1 the results were C8 TRAIL sens -1, Shn3 inh set2 -22, CF NFkB inh 10, TROY signal inh -55, COUP-TFII inh -21, EBV LMP1 NFkB -25, KKLEB cytotox -12, LRH-1 inv ag -35, NCOA1 inh -39, TWEAK Fn14 block -3 and NCOA3 inh -31.
`COc1ccc(CNn2c(-c3cccc(C)c3)nc3ccccc3c2=O)cc1OC` gave C8 TRAIL sens -34, Shn3 inh set2 14, CF NFkB inh -5, TROY signal inh 3, COUP-TFII inh 8, EBV LMP1 NFkB 5, KKLEB cytotox -5, LRH-1 inv ag -31, NCOA1 inh 3, TWEAK Fn14 block -5 and NCOA3 inh 23.
For CC1(C)CC(=O)C(C2C3=C(CC(C)(C)CC3=O)Oc3c(Br)cc(Br)cc32)=C(O)C1 (stereo not drawn) the results were C8 TRAIL sens 2, Shn3 inh set2 -14, CF NFkB inh 56*, TROY signal inh 46, COUP-TFII inh 0, EBV LMP1 NFkB 4, KKLEB cytotox -6, LRH-1 inv ag 6, NCOA1 inh 8, TWEAK Fn14 block 62* and NCOA3 inh -8.
Screening O=C(Nc1cccnc1)c1ccc(Br)s1 returned C8 TRAIL sens -5, Shn3 inh set2 5, CF NFkB inh -13, TROY signal inh -29, COUP-TFII inh -18, EBV LMP1 NFkB 7, KKLEB cytotox 8, LRH-1 inv ag -9, NCOA1 inh -10, TWEAK Fn14 block 5 and NCOA3 inh -3.
`CC1CCN(CC(=O)NNC(=O)c2cccc(Br)c2)CC1` gave C8 TRAIL sens 11, Shn3 inh set2 -15, CF NFkB inh -8, TROY signal inh -16, COUP-TFII inh -8, EBV LMP1 NFkB -6, KKLEB cytotox -5, LRH-1 inv ag 1, NCOA1 inh 2, TWEAK Fn14 block -29 and NCOA3 inh 2.
`COc1ccc(Cl)c2sc(NC(=O)C3=COCCO3)nc12` gave C8 TRAIL sens 36, Shn3 inh set2 -35, CF NFkB inh -44, TROY signal inh -22, COUP-TFII inh -9, EBV LMP1 NFkB -13, KKLEB cytotox 14, LRH-1 inv ag -14, NCOA1 inh -11, TWEAK Fn14 block 3 and NCOA3 inh -18.
`Cc1cc(C(=O)Cn2nc(C(=O)O)c3ccccc3c2=O)c(C)n1CCc1ccc(F)cc1` gave C8 TRAIL sens 19, Shn3 inh set2 2, CF NFkB inh 4, TROY signal inh 22, COUP-TFII inh 9, EBV LMP1 NFkB 18, KKLEB cytotox -9, LRH-1 inv ag -9, NCOA1 inh 9, TWEAK Fn14 block -7 and NCOA3 inh -14.
Screening CC(=O)NC(Cc1ccccc1)C(=O)NC1CCN(c2ncccc2[N+](=O)[O-])CC1 (stereo not drawn) returned C8 TRAIL sens -4, Shn3 inh set2 6, CF NFkB inh 7, TROY signal inh -5, COUP-TFII inh -4, EBV LMP1 NFkB 1, KKLEB cytotox 12, LRH-1 inv ag 2, NCOA1 inh -27, TWEAK Fn14 block 11 and NCOA3 inh 0.
O=C(O)c1cc(-c2c[nH]c3ccccc23)nc2ccc3ccccc3c12 was read as C8 TRAIL sens 46, Shn3 inh set2 1, CF NFkB inh -1, TROY signal inh -21, COUP-TFII inh -28, EBV LMP1 NFkB 4, KKLEB cytotox 6, LRH-1 inv ag 10, NCOA1 inh -31, TWEAK Fn14 block -3 and NCOA3 inh -18.
Screening CC(CCCN1CCCC1)Nc1ccnc2cc(Cl)ccc12 (stereo not drawn) returned C8 TRAIL sens 1, Shn3 inh set2 45, CF NFkB inh -4, TROY signal inh 2, COUP-TFII inh 2, EBV LMP1 NFkB -1, KKLEB cytotox -7, LRH-1 inv ag -13, NCOA1 inh 4, TWEAK Fn14 block -4 and NCOA3 inh -7.
For Cc1ccccc1NC(=O)Cn1c(=O)sc2ccccc21 the results were C8 TRAIL sens -30, Shn3 inh set2 4, CF NFkB inh -3, TROY signal inh -13, COUP-TFII inh 6, EBV LMP1 NFkB 3, KKLEB cytotox 10, LRH-1 inv ag -4, NCOA1 inh 14, TWEAK Fn14 block -11 and NCOA3 inh 8.
Screening COc1ccc(NC(=O)CN(C)C2CCS(=O)(=O)C2)cc1 (stereo not drawn) returned C8 TRAIL sens 3, Shn3 inh set2 -10, CF NFkB inh -18, TROY signal inh -5, COUP-TFII inh 2, EBV LMP1 NFkB 2, KKLEB cytotox -4, LRH-1 inv ag -9, NCOA1 inh -13, TWEAK Fn14 block 3 and NCOA3 inh -8.

This is a subset (hit frequency here may not be typical).
